Screens (PubChem)
RNase H inhibition = RNase H inhibition, HIV 1 Gag Pol polyprotein, FRET biochemical assay, screening (AID 372). HIV-1 RT RNase H, FRET RNA/DNA substrate fluorescence; higher % means a stronger effect. inhibition, % at 10 µM, or IC50 in µM where a hit was titrated. 0.77% of 100,000 active; in the data active means inhibition above about 50%
Numbers without * were called inactive. This is a subset, so the mix of outcomes need not match the whole.

SMILES	RNase H inhibition
COc1ccc(-c2noc(-c3ccc(C(C)(C)C)cc3)n2)cc1	8%
Cc1ccc(S(=O)(=O)N(CC(=O)NCc2ccncc2)c2ccc(Cl)c(C(F)(F)F)c2)cc1	17%
CCOC(=O)C1=C(C)NC2=C(C(=O)CC(c3ccccc3)C2)C1c1cc(OC)ccc1OC (stereo not given)	0%
O=C(CC(c1ccccc1)c1ccccc1)Nc1ccc(Cl)cn1	7%
COc1c(I)cc(I)cc1C1NC(=O)c2c(sc3c2CCCC3)N1 (stereo not given)	34%
Cc1ccc(OCCOc2ccccc2/C=C2\SC(=S)N(C)C2=O)c(C)c1	37%
CCOC(=O)c1cc(=O)n2[nH]c(-c3ccc(Cl)cc3)cc2n1	0%
COc1cc2c(cc1NC(=O)c1cccc(Br)c1)oc1ccccc12	15%
Cc1c(C(=O)NC2CCCC2)cccc1[N+](=O)[O-]	15%
Cc1ccccc1OCC(=O)Nc1ccc(F)cc1F	2%
O=C(NC(=S)Nc1ccc(O)c(C(=O)O)c1)c1ccccc1	0%
O=C(Nc1ccc(NC(=O)c2ccc(Cl)cc2Cl)cc1)c1cc2ccccc2o1	7%
CCOC(=O)c1c(-c2cccs2)csc1NC(=O)c1ccc(N2C(=O)CCC2=O)cc1	9%
CCSc1nnc(NC(=O)/C=C/c2ccc(F)cc2)s1	19%
COc1ccc(CCNC(=O)COc2ccc(OC)cc2)cc1	5%
CC(C)(C)c1ccc(OCCOc2ccc(C=C3C(=O)NC(=S)NC3=O)cc2)cc1	26%
COc1ccc(CC(=O)NNC(=O)c2ccc(C(C)(C)C)cc2)cc1OC	12%
CC(C)COc1ccc(C(=O)N/C(=C/c2ccc3c(c2)OCO3)C(N)=O)cc1	8%
N#C/C(=C\c1ccc(Br)o1)c1nc(-c2ccc(-c3ccccc3)cc2)cs1	9%
Oc1ccccc1CN1CCN(Cc2ccccc2O)C1c1ccc(C2N(Cc3ccccc3O)CCN2Cc2ccccc2O)cc1	19%
CC(=O)c1c(C)nn2c3ccccc3n(CCN3CCCCC3)c12	16%
COc1ccc(N2C(=O)NC(=O)/C(=C/c3cn(Cc4cccc(C)c4)c4ccccc34)C2=O)cc1	20%
O=C(CSCC(=O)Nc1ccccc1)N/N=C/c1c(O)ccc2ccccc12	10%
O=C(c1ccc(Cl)cc1)c1coc2ccccc2c1=O	9%
COc1ccc(Cl)cc1C(=O)Nc1ccc(N(C)C)cc1	9%
Cc1ccc(N=C(NOCc2ccccc2)c2nonc2N)cc1	19%
COc1ccc(N2C(=O)/C(=C\c3cccc(C(F)(F)F)c3)SC2=S)cc1	5%
Cc1ccc(S(=O)(=O)N(CC(=O)NCc2ccncc2)c2ccc(C)c(Cl)c2)cc1	20%
O=C(NCc1cccs1)c1cnn2c(C(F)(F)F)cc(-c3ccco3)nc12	7%
CCOc1ccc(N=C2SC(C(=O)O)CC(=O)N2Cc2ccc3c(c2)OCO3)cc1 (stereo not given)	3%
Oc1cccc(C=Nc2ccc(N=Cc3cccc(O)c3O)cc2)c1O	39%
Nn1c(-n2nc(-c3ccccc3)cc2-c2ccccc2)n[nH]c1=S	21%
COc1ccc(OC)c(CN2CCN(Cc3cccnc3)CC2)c1	1%
O=C(CSc1nc2ccc([N+](=O)[O-])cc2[nH]1)Nc1ccc2c(c1)OCO2	14%
CSc1ccc(-c2nc(-c3ccccc3)c(-c3ccccc3)[nH]2)cc1	0%
O=C(O)C1CCCCC1C(=O)Nc1ccc(Cl)cc1 (stereo not given)	4%
CC(C)CCn1c(C(C)O)nc2ccccc21 (stereo not given)	21%
O=C1CC(N2CCC(Cc3ccccc3)CC2)C(=O)N1c1cc(Cl)cc(Cl)c1 (stereo not given)	32%
Cc1ccccc1-c1nc2cc(NC(=O)Cc3ccc(Cl)cc3)ccc2o1	30%
COC(C(=O)N/N=C/c1cccc(C(F)(F)F)c1)c1ccccc1 (stereo not given)	10%
O=C1C(=O)N(c2cccc(Cl)c2)C(c2ccc([N+](=O)[O-])cc2)/C1=C(\O)c1ccccc1 (stereo not given)	8%
CCCCc1ccc(NS(=O)(=O)c2c(C)cc(C)cc2C)cc1	16%
Cc1ccc(C2CC(C(F)(F)F)n3ncc(C(=O)N4CCN(c5ccc(F)cc5)CC4)c3N2)cc1 (stereo not given)	32%
C=CCc1ccc(OCCOc2ccc(Cl)cc2/C=C2\SC(=O)NC2=O)c(OC)c1	25%
Cc1nc2cc(N=Cc3c(O)ccc4ccccc34)ccc2n1C	0%
COc1ccc(OC)c(/C=C2/C(=O)N(c3ccc(C)cc3)N=C2C)c1	0%
CCOC(=O)C(CCCOc1ccccc1C)C(=O)OCC	4%
COc1ccc(N2C(=O)/C(=C/c3ccc(OCC(=O)O)c(Br)c3)C(=O)NC2=S)cc1	4%
CSc1ccc(/C=C2\SC(=O)N(C)C2=O)cc1	1%
O=P(O)(OC(c1ccccc1)C(F)(F)F)c1ccccc1 (stereo not given)	2%
O=C(CSc1ccc(Cl)cc1)NCc1ccccc1	7%
Cc1nc(C)c(-c2csc(NCc3ccco3)n2)s1	7%
O=C(COc1ccc2ccccc2c1)N1c2ccccc2Sc2ccccc21	16%
O=C1C(=Cc2ccc(-c3ccccc3Cl)o2)C(=O)c2ccccc21	8%
O=C(Nc1ccc(Cl)cc1)c1cccc(S(=O)(=O)N2CCCCC2)c1	8%
CCCOc1ccc(N2C(=O)CC(N3CCN(c4ccc([N+](=O)[O-])cc4)CC3)C2=O)cc1 (stereo not given)	9%
Cc1ccc(C)c(NC(=O)COc2ccc(Br)cc2Cl)c1	20%
Cc1cc(/C=C2\NC(=O)NC2=O)c(C)n1-c1ccc(F)c(Cl)c1	2%
COc1ccc2c(C)nc(Nc3nc4ccccc4c(=O)[nH]3)nc2c1	0%
Cc1cccc2c1NC(C)(C)c1sn(-c3ccc(Cl)c(Cl)c3)c(=S)c1-2	9%

Structures listed so far that contain an aryl thioether with sulfur outside any ring (five):
SMILES	RNase H inhibition
CCSc1nnc(NC(=O)/C=C/c2ccc(F)cc2)s1	19%
O=C(CSc1nc2ccc([N+](=O)[O-])cc2[nH]1)Nc1ccc2c(c1)OCO2	14%
CSc1ccc(-c2nc(-c3ccccc3)c(-c3ccccc3)[nH]2)cc1	0%
CSc1ccc(/C=C2\SC(=O)N(C)C2=O)cc1	1%
O=C(CSc1ccc(Cl)cc1)NCc1ccccc1	7%

The list continues.
SMILES	RNase H inhibition
CCN(CC)c1ccc(/C=C(/C#N)C(=O)NCc2ccccc2)o1	33%
CCOC(=O)c1sc(NC(=O)COc2ccc(Br)cc2Br)c(C(=O)OCC)c1C	8%
CC(C)c1ccc(N2C(=O)NC(=O)/C(=C/c3cc4c(cc3Br)OCO4)C2=O)cc1	7%
O=C(CCCC(=O)OCC(F)(F)C(F)F)Nc1ccc(F)cc1F	0%
Cc1ccccc1NC1=C(Cl)C(=O)N(c2cccc(Cl)c2Cl)C1=O	18%
Fc1cccc(NC(=S)NC(c2ccccc2)c2ccccc2)c1	13%
Cn1c(=O)c2[nH]c(N/N=C(/C#N)C(N)=O)nc2n(C)c1=O	8%
N#Cc1ccccc1NC(=O)Nc1ccc2ccccc2c1	0%
COC(=O)c1c(NC(=O)c2sc3ccccc3c2Cl)sc2c1CCC(C)C2 (stereo not given)	8%
O=C1C(=O)N(c2ccccn2)C(c2ccc(Br)cc2)/C1=C(/O)c1ccccc1 (stereo not given)	0%
O=C(O)CCCN1C(=O)C(=O)/C(=C(\O)c2ccc(Cl)cc2)C1c1ccc(F)cc1 (stereo not given)	4%
CC(C)CC(C(=O)O)N1C(=O)C2CC=C(Cl)CC2C1=O (stereo not given)	0%
CCc1ccc(-c2nc3cc(NC(=S)NC(=O)c4ccco4)ccc3o2)cc1	0%
CCOc1cccc(C(=O)Nc2ccc(Cl)c(-c3nc4ccccc4o3)c2)c1	9%
Cc1cc(C)cc(OCC(=O)Nc2ccc(-c3nc4cc(C)ccc4o3)cc2)c1	10%
c1ccc(CN2CCC(NC3CCCc4ccccc43)CC2)cc1 (stereo not given)	3%
CCC(C(=O)Nc1cccc(OC)c1)c1ccccc1 (stereo not given)	3%
Nc1nc(SCCc2ccccc2)nc2sc3c(c12)CCC3	8%
Cc1cccc(/C=N/n2c(-c3ccc(Cl)cc3)n[nH]c2=S)c1	23%
O=C(Nc1nc(-c2ccccc2)cs1)c1cccc([N+](=O)[O-])c1C(=O)O	5%

Six structures out of the list, arranged by heavy-atom count, lowest first.
SMILES	RNase H inhibition
CC(C)CC(C(=O)O)N1C(=O)C2CC=C(Cl)CC2C1=O (stereo not given)	0%
Cc1ccccc1NC1=C(Cl)C(=O)N(c2cccc(Cl)c2Cl)C1=O	18%
O=C(Nc1nc(-c2ccccc2)cs1)c1cccc([N+](=O)[O-])c1C(=O)O	5%
COC(=O)c1c(NC(=O)c2sc3ccccc3c2Cl)sc2c1CCC(C)C2 (stereo not given)	8%
O=C1C(=O)N(c2ccccn2)C(c2ccc(Br)cc2)/C1=C(/O)c1ccccc1 (stereo not given)	0%
O=C(O)CCCN1C(=O)C(=O)/C(=C(\O)c2ccc(Cl)cc2)C1c1ccc(F)cc1 (stereo not given)	4%

Part of the list above, with bars between the fields:
Structure | RNase H inhibition
CSc1ccc(-c2nc(-c3ccccc3)c(-c3ccccc3)[nH]2)cc1 | 0%
CCOC(=O)c1c(-c2cccs2)csc1NC(=O)c1ccc(N2C(=O)CCC2=O)cc1 | 9%

Remaining list, next part:
SMILES	RNase H inhibition
CCCCN=C(C)C1C(=O)c2ccccc2C1=O	1%
COc1cccc(/C=C2\C(=O)NC(=O)N(c3cc(C)cc(C)c3)C2=O)c1	3%
NS(=O)(=O)c1ccc(N=Cc2cc(Cl)ccc2O)cc1	0%
CCc1nn(-c2ccccc2)c2nc(-c3ccc(N(CC)CC)cc3)c3cc(OC)c(OC)cc3c12	17%
CCOC(=O)C1=C(C)N=c2s/c(=C/c3ccc(-c4ccc(C)c([N+](=O)[O-])c4)o3)c(=O)n2C1c1ccc(N(C)C)cc1 (stereo not given)	43%
O=C1C(=O)N(c2cccc(Br)c2)C(c2cccc([N+](=O)[O-])c2)/C1=C(/O)c1ccccc1 (stereo not given)	5%
C(=C\c1ccccc1)/CN1CCN(c2ncnc3c2cnn3-c2ccccc2)CC1	12%
COc1ccc(OCCOCCOc2c(C)cc(C)cc2Br)cc1	18%
COc1ccc(N2C(=O)c3ccc(C(=O)Nc4cc(Cl)ccc4C(=O)O)cc3C2=O)cc1	21%
Cc1cc(Cl)ccc1OCC(=O)Nc1ccc(Br)cn1	7%
COc1ccc(S(=O)(=O)N(CC(=O)NCc2ccc(Cl)cc2)Cc2ccccc2)cc1	60%*
O=C(NNC1=C(C(=O)C(F)(F)F)CCC1)c1ccc(O)cc1	11%
CCC(C)(C)C(=O)C1C(C)(c2ccccc2)CC(c2ccccc2)=CC1(O)C(C)(C)CC (stereo not given)	13%
COc1ccc(/C=N/NC(=S)NC2CCS(=O)(=O)C2)cc1 (stereo not given)	11%
Cc1cc(N2C(=O)NC(=O)/C(=C\c3cc(Cl)c(O)c(Cl)c3)C2=O)ccc1Br	1%
Cc1ccc2nc(-c3ccc(NC(=O)c4cc5ccccc5o4)cc3)oc2c1	15%
COc1ccc(N2C(=O)NC(=O)/C(=C/c3ccc(-c4cccc([N+](=O)[O-])c4)o3)C2=O)cc1	17%
CN(C)c1ccc(/C=C(\C#N)c2nc(-c3ccc(-c4ccccc4)cc3)cs2)cc1	16%
CCCOc1ccc(/C=C2\SC(=S)N(NC(=O)c3ccncc3)C2=O)cc1OC	7%
O=C1OC(c2ccccc2F)=N/C1=C\c1cccc([N+](=O)[O-])c1	4%

4 of the compounds above, as labelled records.
COc1ccc(/C=N/NC(=S)NC2CCS(=O)(=O)C2)cc1 (stereo not given)
  RNase H inhibition: 11%
Cc1cc(N2C(=O)NC(=O)/C(=C\c3cc(Cl)c(O)c(Cl)c3)C2=O)ccc1Br
  RNase H inhibition: 1%
Cc1ccc2nc(-c3ccc(NC(=O)c4cc5ccccc5o4)cc3)oc2c1
  RNase H inhibition: 15%
COc1ccc(N2C(=O)NC(=O)/C(=C/c3ccc(-c4cccc([N+](=O)[O-])c4)o3)C2=O)cc1
  RNase H inhibition: 17%

(next part)
SMILES	RNase H inhibition
COc1cc(/C=N/N2C(=O)C3C(C2=O)C2C=CC3C23CC3)cc(I)c1O (stereo not given)	16%
Cc1c(C2(c3c(C)n(C)n(-c4ccccc4)c3=O)C(=O)Nc3ccc([N+](=O)[O-])cc32)c(=O)n(-c2ccccc2)n1C	5%
Cc1ccccc1-n1c(C=C2C(=O)N(C(C)C)c3ccccc32)nc2ccccc2c1=O	31%
CCN(CC)c1ccc(C=Nc2ccc(Cl)cc2Cl)cc1	15%
Cc1ccc(OCCOCCOc2ccc(/C=C3/SC(=S)N(C)C3=O)cc2)cc1	1%
CN1C(=O)NC(=O)/C(=C/c2cn(Cc3ccc(Cl)cc3)c3ccccc23)C1=O	43%
COCCN1C(=O)C(=O)/C(=C(/O)c2ccccc2)C1c1cccc(F)c1 (stereo not given)	8%
CC(C)(C)c1ccc(C(=O)NCc2ccccn2)cc1	9%
Cc1cccc(NC(=O)c2cc3cc([N+](=O)[O-])ccc3oc2=O)c1C	0%
CN1CCN(CC(O)COc2ccccc2)CC1 (stereo not given)	0%
CC(C)c1c(O)nc(SCCN(C)C)[nH]c1=O	0%
Cc1c(/C=C2\C(=N)N3N=C(C(C)C)SC3=NC2=O)c2ccccc2n1Cc1ccc(F)cc1	12%
CCOC(=O)c1ccc(NC(=O)c2ccc(Cl)cc2Cl)cc1	1%
Cc1cc(C)c(S(=O)(=O)N(C)C2CCCCC2)c(C)c1	0%
CCCN(C=O)/N=C/c1ccc(Cl)cc1	5%
O=C1NC(=S)NC(=O)C1=Cc1cn(Cc2ccc(Cl)cc2)c2ccccc12	45%
O=C(NCCCN1CCOCC1)c1nn2c(c1Br)NC(c1cccs1)CC2C(F)(F)F (stereo not given)	0%
